RSV CPE inhibition = RSV antiviral activity via CPE protection, HEp-2 cells, primary 10 µM value included (AID 2391) | HEp-2 cells, RSV-induced CPE inhibition; higher % means a stronger effect | CPE inhibition, % at 10 µM, or IC50 in µM where a hit was titrated | actives 0.13% (n = 310,000); in the data active means a potency from the dose series; inconclusive means CPE inhibition mostly from about 23% at the one dose, without a potency; inactive means the rest, 99 in 100 with CPE inhibition below about 21%; further: strong numbers were not always called active
Myeloid diff 2 = induction of myeloid progenitor differentiation, primary screen, cell-based, flow cytometry, MLPCN library | ER-HoxA9 myeloid progenitors, lysozyme-GFP differentiation | actives 1% (n = 360,000) | calls only at 10 µM;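 active means normalized GFP-positive differentiation at or above the plate's own cutoff, the solvent-only control mean plus 3 SD; inconclusive means no clear call, values can overlap the other calls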;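 further: cells exposed to compound for four days before flow analysis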
Myeloid diff 2 GFP+ MAC1+ % = second read-out of Myeloid diff 2, no call of its own (marks repeat the call); GFP+ MAC1+ double positive, %; measured here: differentiation confirmed by MAC1 staining
* hit, by the source's call; i = inactive; ? = inconclusive; . = not tested or not shown; + = active, no number.

SMILES	RSV CPE inhibition	Myeloid diff 2	Myeloid diff 2 GFP+ MAC1+ %
COCCOC(=O)c1c(NC(=O)COC(=O)c2ccc(C)o2)sc(C(N)=O)c1C	0.2%	i	0.1
COc1ccc(C(=O)N2CCN(S(=O)(=O)c3ccc(Br)cc3)CC2)cc1	2.1%	i	1.1
CCOC(=O)C1CCCN(C(=O)c2ccc3[nH]c4c(c3c2)CC(C)CC4)C1 (stereo not given)	4.5%	i	1.0
CN(CC(=O)Nc1ccc(Cl)cc1)C(=O)c1ccc(COc2ccccc2)cc1	0.4%	i	0.4
O=C(OCC(=O)N1CCOCC1)c1cc2ccccc2oc1=O	1.7%	i	0.4
N#Cc1ccc(Oc2ncccn2)cc1	-0.2%	i	1.0
Cc1ccc(Cn2nc(C)c(C(=O)NCC(c3ccc(F)cc3)N3CCOCC3)c2Cl)cc1 (stereo not given)	-0.4%	i	0.8
COc1ccc(O)c(-c2nc(N)nc(N)n2)c1	-0.6%	i	1.3
O=C(NCc1ccc(F)cc1)c1ccc2c(c1)S(=O)(=O)c1ccccc1C2=O	3.2%	i	1.5
COc1cccc(CNC(=O)COC(=O)CNC(=O)c2ccc(-c3ccccc3)cc2)c1	1.9%	i	0.6
CCN(Cc1cccs1)C(=O)CN1C(=O)NC(c2ccccc2)(c2ccccc2)C1=O	1.6%	i	0.9
O=C(CNC(=O)c1cccs1)NCCc1ccco1	0.4%	i	0.2
CS(=O)(=O)c1cccc(NC(=O)CSc2nnc3n2CCCCC3)c1	1.9%	i	0.7
COc1cc(OC)cc(C(=O)OC(C)C(=O)NC2CCCc3ccccc32)c1 (stereo not given)	0.4%	i	0.7
CC1CCCCC12NC(=O)N(CC(=O)OCc1ccc(Br)cc1)C2=O (stereo not given)	0.1%	i	0.5
CC(=O)NC(c1cc(Cl)c2cccnc2c1O)C1CC1 (stereo not given)	-1.8%	?	.
CC(=O)Nc1ccc(CNc2ncnc3ccc(-c4c(C)noc4C)cc23)cc1	-0.9%	i	1.5
CC1CN(S(=O)(=O)c2cccc(C(=O)N(C)C3CCN(C)CC3)c2)CC(C)O1 (stereo not given)	-0.3%	i	1.2
COc1cc2cnc(-c3ccccc3)c(-c3ccc(C(F)(F)F)cc3)c2cc1OC	17%	?	.
CN(CC(=O)Nc1cc(Cl)ccc1C#N)C1CCS(=O)(=O)C1 (stereo not given)	0.5%	i	1.2
O=C(Nc1ccc(OC(F)(F)F)cc1)c1ccc2c(c1)no[n+]2[O-]	4.8%	i	0.5
COc1ccc(OC[C@@H](O)CNC(=O)c2cccc3c2C(=O)c2ccc(Cl)cc2S3(=O)=O)cc1	1.5%	i	0.9
COCCn1c(C)cc(C(=O)CN2C(=O)NC3(CCCCCC3)C2=O)c1C	0.5%	i	1.8
O=C(c1cnn(C(=O)c2ccccc2F)c1)c1ccccc1O	1.3%	i	0.5
O=S(=O)(Nc1ccc(O)c2ccccc12)c1ccc(F)cc1	3.2%	i	0.0
OC(c1ccccc1)C(O)c1ccccc1 (stereo not given)	1.7%	i	1.0
Cc1[nH]n(-c2ccccc2)c(=O)c1C(c1ccc(O)c([N+](=O)[O-])c1)c1c(C)[nH]n(-c2ccccc2)c1=O	0.1%	i	0.6
CN1CCN(S(=O)(=O)c2cccc(C(=O)N(C)Cc3cccs3)c2)CC1	-0.1%	i	0.9
Nc1c(Cl)cc(C2=NCCn3c2c2ccc([N+](=O)[O-])cc2[n+]3[O-])cc1Cl	-1.9%	?	.
CCN(CC)S(=O)(=O)c1ccc(OC)c(NC(=O)CCc2c(C)noc2C)c1	1.4%	i	0.8
CC1CCCN(C(=O)C2CCN(C(=O)Nc3ccccc3)CC2)C1 (stereo not given)	-0.5%	i	0.2
CCOC(=O)C1=CC[C@H]2c3c(c4ccccc4n3C)C(=O)C1N2C	1.6%	i	1.2
O=C(N[C@@H](Cc1ccc(O)cc1)C(=O)O)c1ccncc1	-0.3%	i	1.2
CC(=O)c1ccc(S(=O)(=O)Nc2ccc(C(=O)NCCCn3ccnc3)cc2)cc1	0.5%	i	0.3
O=C(CC(NCCN1CCOCC1)C(=O)O)Nc1cccc(Cl)c1 (stereo not given)	0.7%	i	1.0
Cc1cc(NS(=O)(=O)c2ccc(Br)s2)no1	0.2%	i	5.2
COc1ccc(OC)c(Nc2cc(C)nc3ccc(C)cc23)c1	2.7%	i	0.6
CCOC(=O)CC/C(=N\NC(N)=O)c1ccc(OC)c(Cl)c1	-3.3%	i	0.7
COc1ccc2c(c1)C(=O)Cc1ccccc1O2	0.8%	i	0.4
CC(C(=O)Nc1ccc(Br)cc1)N(C)CC(=O)NCc1ccco1 (stereo not given)	0.3%	i	1.3

The list goes on; the last 5 above are carried over.
SMILES	RSV CPE inhibition	Myeloid diff 2	Myeloid diff 2 GFP+ MAC1+ %
Cc1cc(NS(=O)(=O)c2ccc(Br)s2)no1	0.2%	i	5.2
COc1ccc(OC)c(Nc2cc(C)nc3ccc(C)cc23)c1	2.7%	i	0.6
CCOC(=O)CC/C(=N\NC(N)=O)c1ccc(OC)c(Cl)c1	-3.3%	i	0.7
COc1ccc2c(c1)C(=O)Cc1ccccc1O2	0.8%	i	0.4
CC(C(=O)Nc1ccc(Br)cc1)N(C)CC(=O)NCc1ccco1 (stereo not given)	0.3%	i	1.3
CC(C)c1nc(SCC(=O)N2CCCC2)c2c(=O)n(C)c(=O)n(C)c2n1	3.7%	+	12*
O=C(COC(=O)c1ccc([N+](=O)[O-])s1)NCCc1ccccc1	0.3%	i	0.5
O=C(Nc1ccc2nc3n(c(=O)c2c1)CCCC3)c1ccc(Cl)nc1	2.8%	i	2.6
COc1ccc(NC(=O)COC(=O)Cn2cnc3ccccc3c2=O)c(OC)c1	2.4%	i	0.2
COc1ccc(-c2cn3nc(C)c(C)nc3n2)cc1OC	0.5%	i	0.8
CCc1ccc(NC(=O)C(=O)c2ccccc2NC(C)=O)cc1	-0.2%	i	0.5
COc1ccc(N(C(=O)c2cnccn2)C(C(=O)NC2CCCCC2)c2ccc(Cl)cc2)cc1 (stereo not given)	-0.8%	i	1.3
O=C(COc1ccccc1F)Nc1ccccc1C(=O)NC1CC1	0.5%	i	1.6
CCOc1ccc(-c2cc(C(=O)N/N=C/c3ccc(O)cc3)c3ccccc3n2)cc1	5.5%	?	.
COc1ccccc1CNC(=O)Cn1nc(C(F)(F)F)cc1C	1.2%	i	0.9
Cc1onc(-c2ccccc2)c1C(=O)NC(C)c1ccccc1 (stereo not given)	1.3%	i	0.5
COc1ccc(OC)c(CN2CCN(c3ccc(S(=O)(=O)N4CCCC4)cn3)CC2)c1	0.0%	i	0.4
COc1ccc(OC)c(C(C)NS(=O)(=O)c2cccs2)c1 (stereo not given)	0.9%	i	2.2
CCNC(=O)NC(=O)C(C)OC(=O)c1cccnc1SC (stereo not given)	1.3%	i	0.7
CN(C(=O)COC(=O)c1n[nH]c(=O)c2ccccc12)c1ccccc1	0.7%	i	0.7
Cc1ccc(NC(=O)c2ccc(COc3ccccc3[N+](=O)[O-])o2)nc1	1.5%	+	0.8*
Cc1nc(SC(C)C(=O)Nc2c(C)n(C)n(-c3ccccc3)c2=O)nc(C)c1C (stereo not given)	1.9%	i	0.4
Cc1noc(C)c1C(=O)Nc1cc(Cl)ccc1N1CCOCC1	0.9%	i	1.3
Cc1ccc(NC(=O)COC(=O)CN2C(=O)NC3(CCCC3)C2=O)cc1Cl	-0.4%	i	0.9
CC(=O)c1cccc(S(=O)(=O)N2CCC(C(=O)Nc3cccc(C(=O)NC4CC4)c3)CC2)c1	0.9%	i	0.6
CC(Oc1ccccc1)C(=O)Nc1nc(-c2ccncc2)cs1 (stereo not given)	-0.4%	i	0.3
CC1(c2cc(F)ccc2F)NC(=O)N(CC(=O)Nc2cccc(S(=O)(=O)N3CCCC3)c2)C1=O (stereo not given)	3.9%	i	0.2
COC(=O)[C@@]12CCCN1[C@H](c1ccc(-c3ccc(C(C)=O)cc3)c(OC)c1)[C@H]1C(=O)N(C)C(=O)[C@H]12	1.0%	i	1.1
CCOc1ccc(OCC(=O)OC(C)C(=O)NC2CCCCC2C)cc1 (stereo not given)	1.1%	i	1.2
CC(=O)N(Cc1ccccc1)c1c(N)nc(N)[nH]c1=O	-2.4%	i	0.9
N#CCC(=O)Nc1ccc(C(=O)NCC2(N3CCOCC3)CCCCC2)cc1	-0.5%	i	0.8
COc1ccc(C(=O)OCC(=O)Nc2ccc(N3CCOCC3)cc2)cc1OC	0.2%	i	0.1
CN(Cc1ccco1)c1ncnc2ccc(-c3ccc4c(c3)OCO4)cc12	2.7%	i	0.6
Cc1cc(Br)ccc1SCC(=O)OCC(=O)Nc1ccc2[nH]c(=O)[nH]c2c1	0.6%	i	0.5
O=C(N/N=C/c1ccc([N+](=O)[O-])cc1)c1ccc(NS(=O)(=O)c2cccs2)cc1	1.4%	i	0.7
COC(=O)c1ccc(CNC(=O)c2ccc(OC)c(S(=O)(=O)NC3CCCC3)c2)cc1	1.0%	i	1.4
O=C(CSc1nnc2ccccn12)NC(=O)c1ccccc1	2.2%	i	0.3
Cc1ccc(S(=O)(=O)N(C)C(C)CCc2ccco2)cc1 (stereo not given)	1.4%	i	0.5
COc1ccc(COC(=O)C2CC(=O)N(Cc3ccccc3)C2)cc1 (stereo not given)	1.1%	i	0.7
Cc1ccc(C(=O)NC(=S)NCc2ccccc2)cc1Br	3.0%	i	0.4
C#CCCC(=O)c1ccccc1/C=[N+](\[O-])c1ccccc1	1.9%	i	1.0
COC(=O)c1cc(CNC(=O)c2ccc(S(=O)(=O)N(C)c3ccccc3)cc2)ccc1OC	1.4%	i	0.6
Cn1nnnc1Sc1ncnc2scc(-c3ccccc3Br)c12	-1.7%	+	17*
CCOC(=O)CN1C(=O)N[C@@H](c2cccc(C(F)(F)F)c2)C(C(C)=O)=C1C	-0.1%	i	0.6
O=C(NC1CCN(Cc2ccc(Cl)cc2)CC1)c1cn(-c2ccccc2)nc1-c1cccnc1	0.2%	i	1.1
CCOc1ccc(S(=O)(=O)N2CCCCC2)cc1NC(=O)C1COc2ccccc2O1 (stereo not given)	-0.7%	i	1.3
O=C(/C=C/c1ccc(Cl)c([N+](=O)[O-])c1)NCc1cccnc1	-0.6%	i	0.4
Cc1c(C(=O)Nc2nc(-c3ccccn3)cs2)oc2ccccc12	-1.5%	i	0.4
CCOC(=O)c1nncc(-c2ccccc2)n1	1.0%	i	0.6
COc1ccc(OCCOc2ccc(S(=O)(=O)N3CCCC3)cc2[N+](=O)[O-])cc1	5.3%	i	0.9
Cc1ccc(CNC(=O)c2cc(-c3ccccc3)nn2CC2CC(c3cccnc3)=NO2)cc1 (stereo not given)	0.6%	i	1.8
COc1ccc(/[N+]([O-])=C/c2ccco2)cc1	0.0%	i	2.0
COc1ccc(S(=O)(=O)N2CCOCC2)cc1NC(=O)Cc1cccs1	1.5%	i	0.1
COc1ccc(C(=O)Nc2ccc(N3CCCCCC3)cc2)cc1S(=O)(=O)N1CCOCC1	2.7%	i	0.3
COc1cccc(NC(=S)NC(=O)c2cncc(Br)c2)c1	3.7%	i	0.4
CC1CCCCC1NC(=O)NC(=O)COC(=O)C1=NN(c2ccccc2)C(=O)CC1 (stereo not given)	-0.8%	i	0.3
CCOC(=O)NC(=O)CSc1ccc(S(=O)(=O)N(C)C2CCCCC2)cn1	0.2%	i	0.5
O=C(NCc1ccccc1)C1(CC2CC(c3ccccc3)=NO2)CCNCC1 (stereo not given)	-1.5%	i	2.0
CSCCC(NC(=O)c1ccco1)C(=O)NCC(C)(C)N1CCOCC1 (stereo not given)	-0.2%	i	0.9
C#CCCc1ccccc1/C=[N+](/C)[O-]	-0.3%	i	0.8
COc1ccc([C@H]2CC(=O)C=C(c3ccc(F)cc3OCc3ccccc3)C2)cc1OC	2.5%	i	0.2

2 entries from above in a different format:
The line under a structure holds: RSV CPE inhibition, Myeloid diff 2, Myeloid diff 2 GFP+ MAC1+ %
- C#CCCc1ccccc1/C=[N+](/C)[O-]
 : -0.3%, i, 0.8
- COc1ccc([C@H]2CC(=O)C=C(c3ccc(F)cc3OCc3ccccc3)C2)cc1OC
 : 2.5%, i, 0.2

Arranged by number of heavy atoms (smallest number first): 7 of the compounds above
SMILES	RSV CPE inhibition	Myeloid diff 2	Myeloid diff 2 GFP+ MAC1+ %
C#CCCc1ccccc1/C=[N+](/C)[O-]	-0.3%	i	0.8
COc1ccc(/[N+]([O-])=C/c2ccco2)cc1	0.0%	i	2.0
CCOC(=O)c1nncc(-c2ccccc2)n1	1.0%	i	0.6
COc1cccc(NC(=S)NC(=O)c2cncc(Br)c2)c1	3.7%	i	0.4
O=C(/C=C/c1ccc(Cl)c([N+](=O)[O-])c1)NCc1cccnc1	-0.6%	i	0.4
O=C(NCc1ccccc1)C1(CC2CC(c3ccccc3)=NO2)CCNCC1 (stereo not given)	-1.5%	i	2.0
CCOc1ccc(S(=O)(=O)N2CCCCC2)cc1NC(=O)C1COc2ccccc2O1 (stereo not given)	-0.7%	i	1.3

Compound activity from PubChem BioAssay.

An excerpt; rates above refer to the full screens.
